LAP4 TOR yeast: modulators of LAP4-GFP expression in yeast, primary screen, S. cerevisiae, multiplex flow cytometry, MLPCN library. 3 h; median GFP as percent of DMSO wells. GFP response vs DMSO, % at 10 µM. 320,000 compounds, 0.34% hits;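 active = GFP response vs DMSO above a set limit, about the screen mean plus 3 SD, cut at about 150% in these data; inconclusive = under 70 cell events counted for the yeast strain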
proCasp7 act: procaspase-7 activators, primary screen, counter-screen for procaspase-3 activator project, biochemical, absorbance, HTS, human; 330,000 compounds, 0.093% hits; activation, % at 8.5 µM; Caspase-7 (Homo sapiens), P55210; recombinant procaspase-7, Ac-DEVD-pNA absorbance 405 nm; D23A/D198A/D206A triple mutant, cannot self-cleave; scale: DMSO 0, 5 µM enzyme 100; AID 463210, 2010;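 active = percent activation above the screen-wide mean plus 3 SD, cut at about 25% in these data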
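Detection: p-Nitroaniline absorbance at 405 nm, read at 0 and 120 min; system: Uncleavable procaspase-7 mutant enzyme; evaluation: % activation from two-timepoint absorbance difference, scaled to controls; times: 1 h enzyme–compound preincubation and 2 h substrate reaction, both 25 °C; buffer or medium: Zinc-free HEPES pH 7.4 with 300 mM NaCl, 0.01% Triton X-100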
MEP2-GFP yeast: modulators of MEP2-GFP levels in yeast, primary screen, S. cerevisiae, multiplex flow cytometry, MLPCN library | S. cerevisiae MEP2-GFP strain, 3 h; 100% = DMSO control level | GFP response vs DMSO, % at 10 µM | 330,000 compounds, 0.51% hits | AID 2016, 2009;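 active = GFP response versus DMSO above a set limit, roughly screen mean plus 3 SD, cut at about 180% in these data; inconclusive = fewer than 70 cells counted for a yeast strain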;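 note: median GFP fluorescence of the barcode-gated MEP2-GFP cells per well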
ZTA DNA inh: blocks Epstein-Barr virus ZTA, an EBNA-1 counter-screen | 320,000 compounds, 0.15% hits | ZTA-DNA binding, fluorescence polarization | inhibition, % at 11 µM | P03206 | AID 2234; in the data active = inhibition above about 33%
AHR activator: AHR activators, primary screen, cell-based, luminescence, luciferase reporter, human; Aryl hydrocarbon receptor (Homo sapiens), P35869; AHR-responsive luciferase reporter cells; activation, % at 5 µM; 320,000 compounds, 2.5% hits; AID 2796, 2010; in the data active = activation above about 47%;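 note: 0% = vehicle wells and 100% = reference agonist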
Target sequence (P35869 whole entry, looked up): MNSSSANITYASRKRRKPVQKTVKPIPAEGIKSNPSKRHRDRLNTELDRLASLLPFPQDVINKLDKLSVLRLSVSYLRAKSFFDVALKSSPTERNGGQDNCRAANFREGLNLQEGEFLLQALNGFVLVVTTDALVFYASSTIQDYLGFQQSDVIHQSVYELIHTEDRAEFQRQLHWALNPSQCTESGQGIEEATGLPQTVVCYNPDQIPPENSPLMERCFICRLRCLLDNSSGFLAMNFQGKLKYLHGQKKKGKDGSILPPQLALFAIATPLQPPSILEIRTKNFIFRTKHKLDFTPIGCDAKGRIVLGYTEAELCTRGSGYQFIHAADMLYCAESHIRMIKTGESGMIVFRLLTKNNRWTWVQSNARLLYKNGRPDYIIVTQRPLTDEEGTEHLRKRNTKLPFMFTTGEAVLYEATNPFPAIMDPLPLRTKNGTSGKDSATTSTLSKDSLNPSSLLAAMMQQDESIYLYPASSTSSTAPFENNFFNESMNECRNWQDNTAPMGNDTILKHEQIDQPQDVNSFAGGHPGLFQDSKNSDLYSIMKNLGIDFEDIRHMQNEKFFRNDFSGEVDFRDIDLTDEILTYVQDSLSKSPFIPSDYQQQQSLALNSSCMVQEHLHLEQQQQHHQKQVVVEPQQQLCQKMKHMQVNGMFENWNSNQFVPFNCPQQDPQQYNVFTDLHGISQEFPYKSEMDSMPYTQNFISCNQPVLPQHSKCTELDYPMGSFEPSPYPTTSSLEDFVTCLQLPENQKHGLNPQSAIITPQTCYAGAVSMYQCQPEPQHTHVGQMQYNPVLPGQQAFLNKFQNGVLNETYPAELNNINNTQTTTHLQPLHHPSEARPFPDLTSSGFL
EBNA-1 inhibitor: EBNA-1 DNA-binding inhibitors, primary screen, biochemical, fluorescence polarization. inhibition, % at 14.8 µM. 300,000 compounds, 0.34% hits; in the data active = inhibition above about 28%
RPL19A TOR yeast: RPL19A-GFP expression modulators in yeast, primary screen, cell-based, S. cerevisiae, multiplex flow cytometry, MLPCN; S. cerevisiae RPL19A-GFP strain, 3 h; active compounds read low; percent response vs DMSO, % at 10 µM; 330,000 compounds, 0.3% hits;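 active = percent response vs DMSO below 50%; inconclusive = fewer than 70 events counted for the yeast strain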;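 note: median channel GFP fluorescence of the barcoded RPL19A-GFP strain; ratio of sample median GFP to plate DMSO average so 100% = DMSO; lower means less RPL19A-GFP as with rapamycin TOR inhibition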
procasp3 activ: activators of human procaspase-3 D3A mutant, primary screen, biochemical, absorbance, PC-3 D3A mutant, single concentration. activation, % at 8.5 µM. Caspase-3 (Homo sapiens), P42574. recombinant procaspase-3 D3A, Ac-DEVD-pNA absorbance 405 nm. 330,000 compounds, 0.11% hits;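 active = activation above the mean of all tested compounds plus 3 SD, cut at about 21% in these data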;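 note: 0% = DMSO alone and 100% = DMSO wells spiked with extra 5 µM PC-3 D3A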
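material = Procaspase-3 D3A mutant | probe or stimulus = Ac-DEVD-pNA | compound = single dose, 8.5 µM nominal compound, 0.8% DMSO | timing = 1 h preincubation, 2 h reaction | measured by = 405 nm absorbance of p-nitroaniline, reads at 0 and 120 min | benchmarks = DMSO-only low control, 5 µM PC-3 D3A high control | repeats = singlicate, each compound tested once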
* hit, by the source's call; ? = inconclusive; . = no result given; [ ] = another dose, or the depositor's remark.

The first 3 records, ahead of the listing:
#	molecule	LAP4 TOR yeast	proCasp7 act	MEP2-GFP yeast	ZTA DNA inh	AHR activator	EBNA-1 inhibitor	RPL19A TOR yeast	procasp3 activ
1	CC(C)=CCOc1ccc2c(C)c(CC(=O)N3C[C@H]4C[C@@H](C3)c3cccc(=O)n3C4)c(=O)oc2c1C	109	7	105	-1	2	-4	96	9
2	CC(C)(C)NC(=O)COC(=O)c1nsc(Cl)c1Cl	94	-2	99	5	-1	-7	96	-6
3	COc1cccc(N2CCN(S(=O)(=O)c3ccc4c(c3)oc(=O)n4C)CC2)c1	88	5	98	0	3	5	98	2

The listing, repeating the preview:
#	molecule	LAP4 TOR yeast	proCasp7 act	MEP2-GFP yeast	ZTA DNA inh	AHR activator	EBNA-1 inhibitor	RPL19A TOR yeast	procasp3 activ
1	CC(C)=CCOc1ccc2c(C)c(CC(=O)N3C[C@H]4C[C@@H](C3)c3cccc(=O)n3C4)c(=O)oc2c1C	109	7	105	-1	2	-4	96	9
2	CC(C)(C)NC(=O)COC(=O)c1nsc(Cl)c1Cl	94	-2	99	5	-1	-7	96	-6
3	COc1cccc(N2CCN(S(=O)(=O)c3ccc4c(c3)oc(=O)n4C)CC2)c1	88	5	98	0	3	5	98	2
4	CSc1ccccc1NC(=O)C1=CC(c2cccs2)=NS(=O)(=O)N1C	107	-8	103	-9	23	-2	108	2
5	O=C(CCn1ccc2cc(S(=O)(=O)N3CCCC3)ccc21)NCCc1ccccc1	91	5	105	17	1	-11	96	4
6	Cc1nc2sccn2c(=O)c1Br	112	8	123	4	0	-11	105	-3
7	O=C(/C=C/c1cccc(F)c1)N(c1ccccn1)C1CCCCC1	90	-2	103	-19	6	1	107	7
8	CC(C)C(CCN1C(=O)CCC1=O)C1CCOC(C)(C)C1 (stereo unspecified)	95	5	94	10	3	-12	95	3
9	C=CC[C@@H](Cc1ccc(F)cc1)C(=O)OC[C@H]1CCCN1C(=O)[C@H](CC=C)CC(=O)NCCO	100	3	98	.	-1	.	97	3
10	COc1cc(COc2ccc3c(C)c(Cc4ccccc4)c(=O)oc3c2C)cc(OC)c1OC	95	4	100	6	0	2	97	9
11	CC(NS(=O)(=O)c1ccc(Br)cc1)C(c1cccs1)N1CCOCC1 (stereo unspecified)	93	5	98	14	-2	10	94	5
12	COc1ccc(N2CS(=O)(=O)/C(=C/N(C)C)C2=O)cc1	102	6	101	-34	8	5	101	12
13	CCOC(=O)N1CCC(NC(=O)CCCC(=O)O)CC1	108	12	96	2	-2	-6	96	-4
14	CCOCCCNC(=O)C1CCCN1C(=O)Nc1ccccc1[N+](=O)[O-] (stereo unspecified)	110	-10	97	-1	1	-2	94	5
15	CCCN(CC1COc2ccccc2O1)C(=S)Nc1ccc(C)cc1 (stereo unspecified)	110	-3	103	7	3	1	100	-9
16	CCCCNC(=S)N(CCN(CC)CC)Cc1cc2cc3c(cc2[nH]c1=O)OCCO3	110	-35	105	5	20	-3	104	-25
17	CCOc1ccc(Br)cc1C(=O)N/N=C/c1ccccn1	96	12	102	-7	22	7	95	5
18	C=CCNC(=O)C1CCN(S(=O)(=O)c2ccccc2)CC1	?	11	?	13	-1	1	?	-6
19	COc1ccc(N2CCN(C(=O)CNC(=O)Cc3ccccc3)CC2)cc1	78	1	100	-1	0	12	99	-4
20	Cc1cc(C(=O)NN)n[nH]1	103	5	93	-12	22	6	95	-1
21	CCOC(=O)C1(CCOC)CCN(C(=O)c2sccc2C)CC1	80	-2	?	-3	3	-1	101	6
22	Cc1ccc(NC(=O)C(OC(=O)c2ccc(C=O)cc2)c2ccccc2)cc1Cl (stereo unspecified)	111	-12	105	8	-4	-3	103	2
23	Cc1ccc(NC(=O)Cn2cc3c(n2)CCC(C)C3)cc1 (stereo unspecified)	108	0	111	5	15	-1	101	7
24	COc1cc(C=C(C(C)=O)C(C)=O)ccc1O	88	10	105	1	4	-1	100	-1
25	O=C(O)c1cccc(OCc2ccccc2Cl)c1	122	9	87	0	9	8	97	0
26	CC(C)(C)c1nc(NC(=O)Nc2ccccc2)sc1Br	97	5	102	-8	36	-7	101	-3
27	O=C(CNC(=O)c1cccs1)Nc1ccc2c(c1)OCCO2	95	3	93	6	13	3	93	2
28	CCOC(=O)CN1C(=O)C(C)(C)Oc2ccc(C(=O)Nc3ccccc3)cc21	97	5	102	-3	1	-1	98	-6
29	COc1cc(OC)cc(C(=O)NCc2n[nH]c(=S)n2-c2ccccc2)c1	92	-11	102	6	4	13	97	-7
30	COc1cc2[nH]c(=S)n(Cc3ccco3)c(=O)c2cc1OC	102	-8	103	3	82*	27	100	-4
31	CCCCN1C=C(C(=O)OC)C(c2ccccc2C(F)(F)F)C(C(=O)OC)=C1	99	9	102	0	3	-11	96	10
32	NC(=O)/C(=C/c1cccnc1)NC(=O)c1ccccc1	112	-6	106	-5	1	2	101	-5
33	COc1ccc(C2=NOC(Cn3nc(-c4ccccc4)cc3C(=O)NCc3ccco3)C2)cc1 (stereo unspecified)	94	9	92	.	2	.	91	5
34	CCN(CC)CCNC(=O)C1c2ccccc2C(=O)N(C)C1c1cn(C)c2ccccc12 (stereo unspecified)	95	2	97	5	1	-3	102	-1
35	CC(=O)C(Cc1ccccc1)NC(=O)CCl (stereo unspecified)	103	2	94	6	0	1	93	6
36	Cc1ccc(NC(=O)c2cncc(Br)c2)cc1S(=O)(=O)N(C)C	94	-1	106	4	67*	-5	100	5
37	O=C(NCCCN1CCOCC1)c1ccccc1N1C(=O)[C@@H]2Cc3c([nH]c4ccccc34)C(c3cccc(Cl)c3)N2C1=O (stereo partly specified)	102	-1	102	-1	11	-18	95	2
38	Cc1cc(C)c(S(=O)(=O)N2CCCOC2CNC(=O)C(=O)NCc2ccncc2)c(C)c1 (stereo unspecified)	87	-5	98	5	5	-7	96	3
39	CC(C)(C)Nc1nc(N)nc(Cl)n1	106	3	107	-8	-3	-5	103	4
40	Cn1nnnc1SCC(=O)Nc1ccccc1C(=O)NCc1ccccc1	104	-1	104	8	1	5	107	-1
41	O=C(N/C(=C\c1ccc(Br)cc1)C(=O)N1CCCC1)c1ccccc1F	?	3	?	5	2	6	?	3
42	O=C(Nc1cnn(C23CC4CC(CC(C4)C2)C3)c1)c1cnn2cccnc12	98	3	97	-11	0	2	95	2
43	COc1ccc(CNC(=O)c2cc(-c3cc(C)ccc3O)n[nH]2)cc1	98	-4	94	0	3	11	97	-3
44	O=C1C2C3CCC(O3)C2C(=O)N1c1cccc(O)c1 (stereo unspecified)	86	12	98	-26	0	-10	100	-2
45	CC(Oc1ccccc1)C(=O)NC1CCSc2ccccc21 (stereo unspecified)	105	-3	96	-3	2	.	94	-5
46	CCc1noc(C)c1C(=O)Nc1nc(-c2ccc(OC)c(OC)c2)cs1	107	-10	99	8	4	-12	100	3
47	CN(C)S(=O)(=O)c1ccc2[nH]cc(/C=C/c3nc4ccccc4c(=O)n3-c3ccccc3)c2c1	101	-6	99	-6	0	-9	101	-8
48	COc1cccc(NC(=S)N2CCN(Cc3ccccc3)CC2)c1	94	-17	93	-7	-2	4	98	-10

5 structures already listed, arranged by number of heavy atoms, largest number first:
#	molecule	LAP4 TOR yeast	proCasp7 act	MEP2-GFP yeast	ZTA DNA inh	AHR activator	EBNA-1 inhibitor	RPL19A TOR yeast	procasp3 activ
47	CN(C)S(=O)(=O)c1ccc2[nH]cc(/C=C/c3nc4ccccc4c(=O)n3-c3ccccc3)c2c1	101	-6	99	-6	0	-9	101	-8
46	CCc1noc(C)c1C(=O)Nc1nc(-c2ccc(OC)c(OC)c2)cs1	107	-10	99	8	4	-12	100	3
43	COc1ccc(CNC(=O)c2cc(-c3cc(C)ccc3O)n[nH]2)cc1	98	-4	94	0	3	11	97	-3
45	CC(Oc1ccccc1)C(=O)NC1CCSc2ccccc21 (stereo unspecified)	105	-3	96	-3	2	.	94	-5
44	O=C1C2C3CCC(O3)C2C(=O)N1c1cccc(O)c1 (stereo unspecified)	86	12	98	-26	0	-10	100	-2

(further entries)
#	molecule	LAP4 TOR yeast	proCasp7 act	MEP2-GFP yeast	ZTA DNA inh	AHR activator	EBNA-1 inhibitor	RPL19A TOR yeast	procasp3 activ
49	CN(C)S(=O)(=O)N1CCC(Oc2cccc(C(=O)N3CCSCC3)c2)CC1	97[may fluoresce green]	-1	93[may fluoresce green]	12	2	-1	101[may fluoresce green]	-3
50	CC(OC(=O)c1ccc(S(=O)(=O)NCc2ccco2)cc1)C(=O)Nc1ccc(Cl)cn1 (stereo unspecified)	74	-7	86	7	4	-13	115	-2
51	COc1ccccc1NS(=O)(=O)c1ccc(C)c(NC(=O)NC2CCCCC2)c1	84	6	99	-6	1	-2	99	-6
52	COc1ccc(CCNC(=O)c2sc(=S)n(C)c2N)cc1	91	-8	91	-10	-2	28*	95	-10
53	CCC(C)NS(=O)(=O)c1ccc(NS(C)(=O)=O)cc1 (stereo unspecified)	102	0	110	8	10	-12	103	1
54	Cc1ccc(C(=O)C[n+]2ccc3ccccc3c2)cc1	108	0	101	-6	33	3	99	-5
55	Cc1cccc(N2C(=O)N3[C@H](c4ccc(F)cc4)[C@@H]4C(=O)N(C5CCCCC5)C(=O)[C@@H]4[C@]3(Cc3ccccc3)C2=O)c1	129	-3	89	-3	1	-1	99	2
56	COc1cccc(NC(=O)c2ccc3c(c2)N(CC(=O)N2CCCCC2)C(=O)C(C)(C)O3)c1	87	5	90	13	11	6	97	-9
57	O=C(c1ccc(=O)[nH]n1)N1CCN(S(=O)(=O)c2ccccc2F)CC1	99	12	108	.	0	.	98	0
58	COc1ccc(NC(=O)CCCc2nc3ccccc3c(=O)[nH]2)cc1Cl	105	-8	101	.	3	.	96	6
59	CCN1CCN(c2c(C=O)c(Cl)nc3ccc(OC)cc23)CC1	85	7	104	-5	1	-12	99	-16
60	CC1CN(/C(=N\S(=O)(=O)c2ccccc2)c2ccccc2)CC(C)O1 (stereo unspecified)	102	4	104	-19	1	-12	112	4
61	Cc1ccc(CN2CC(=O)N3[C@H]4c5cc(C)ccc5OC[C@@H]4[C@H](c4ccccc4)[C@]3(C)C2=O)cc1	106	3	99	-3	0	.	96	-7
